ERAP1 inh – human ERAP1 aminopeptidase inhibitors, primary screen, biochemical, single point, plate reader; recombinant ERAP1, Leu-AMC fluorescence, 60 min; Endoplasmic reticulum aminopeptidase 1 (Homo sapiens), Q9NZ08; inhibition, % at 10.7 µM; 0.15% of 340,000 active;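 active = mean replicate inhibition of at least 30%, or all replicates individually reaching that 30% level; inactive = mean below 30% and not every replicate reaching it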;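 note: 0% = neutral control wells and 100% = L-leucinethiol positive control wells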
esBAF inh – Bmi1 luciferase reporter increase in mESCs, primary screen, esBAF inhibitor project, mouse ES cells, Bmi1 luciferase knock-in, single point; AID 602393, 2012; reporter increase, % at 12.5 µM; 24 h; 100% = twice the neutral-well signal; 2% of 350,000 active; in the data active = activation above about 40%; inconclusive = no clear call, values can overlap the other calls;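 note: 0% = median of the plate's neutral control wells and 100% = double that signal; a rise in the Bmi1 reporter signal indicates esBAF inhibition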
RAD54 inh – inhibitors of human RAD54 branch migration, primary screen, biochemical, fluorescence, single point; inhibition, % at 10.4 µM; DNA repair and recombination protein RAD54-like (Homo sapiens), Q92698; 0.14% of 360,000 active; RAD54 Holliday junction branch migration, FAM/BHQ fluorescence; AID 602329, 2012;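 active = mean normalized replicate activity at least 40 and at least half of replicates scoring 40 or more; inconclusive = only one of the two criteria met; inactive = mean below 40 and under half of replicates reaching 40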;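 note: 0% = median of neutral control wells and 100% = median of positive control wells; inhibitors cause a drop in the FAM fluorescence signal; in these data hits start at about 50%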
S100A4 inh HTS – inhibitors of S100A4-myosin IIA peptide binding, primary screen, biochemical, fluorescence polarization, TAMRA-MyoIIA peptide; Protein S100-A4 (Homo sapiens), P26447; 0.14% of 360,000 active; inhibition, % at 10.7 µM;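 active = mean inhibition of at least 70% across replicates, with every replicate also reaching that level; inconclusive = mean inhibition reaches 70% but some replicates fall short; inactive = mean inhibition below 70%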
Target sequence (P26447 whole entry, looked up): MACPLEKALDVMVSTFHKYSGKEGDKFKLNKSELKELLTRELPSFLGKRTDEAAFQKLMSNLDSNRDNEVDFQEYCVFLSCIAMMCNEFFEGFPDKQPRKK
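Test system: S100A4 monomer protein. Medium: HEPES buffer with Ca2+, pH 7.2. Reagent: fluorescent myosin IIA peptide, 5 nM. Compound dosing: single-point compound testing. Timing: 5 min between mix addition and reading. Benchmarks: DMSO neutral and TFP positive wells.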
Xi reactivation – activators of inactive X chromosome reactivation, primary screen, imaging, XiGFP fibroblasts, GFP high-content imaging, set 2 | XiGFP mouse fibroblasts, % GFP-positive cells imaging, 3 d; cells co-treated with 5-aza-dC sensitizer; scaled so ellipticine positive control = 100% | activation, % at 7.58 µM | 0.055% of 360,000 active | AID 743238, 2013;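 active = mean normalized replicate activation at least 10% and every replicate at or above 10%; inconclusive = only one of the two criteria met; inactive = mean below 10% and not all replicates reach 10%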;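 note: 0% = median of on-plate neutral control wells and 100% = ellipticine 6 µM median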
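Assay system – SV40-immortalized XiGFP fibroblast cells, line 68-5-11 · Buffer or medium – DMEM supplemented with 5-aza-dC as sensitizing agent · Dosing – one concentration, pinned · Benchmarks – positive control ellipticine, 6 µM final · Times – 3 days compound exposure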
RAD52 inh – RAD52 DNA annealing inhibitors, primary screen, biochemical, FRET, single point, set 2. DNA repair protein RAD52 homolog (Homo sapiens), P43351. recombinant RAD52 DNA annealing, FRET fluorescence. inhibition, % at 18.7 µM. 0.46% of 360,000 active;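 active = every replicate showing at least 50% inhibition; inconclusive = mean inhibition at least 50% but not in every replicate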
Target sequence (P43351 whole entry, looked up): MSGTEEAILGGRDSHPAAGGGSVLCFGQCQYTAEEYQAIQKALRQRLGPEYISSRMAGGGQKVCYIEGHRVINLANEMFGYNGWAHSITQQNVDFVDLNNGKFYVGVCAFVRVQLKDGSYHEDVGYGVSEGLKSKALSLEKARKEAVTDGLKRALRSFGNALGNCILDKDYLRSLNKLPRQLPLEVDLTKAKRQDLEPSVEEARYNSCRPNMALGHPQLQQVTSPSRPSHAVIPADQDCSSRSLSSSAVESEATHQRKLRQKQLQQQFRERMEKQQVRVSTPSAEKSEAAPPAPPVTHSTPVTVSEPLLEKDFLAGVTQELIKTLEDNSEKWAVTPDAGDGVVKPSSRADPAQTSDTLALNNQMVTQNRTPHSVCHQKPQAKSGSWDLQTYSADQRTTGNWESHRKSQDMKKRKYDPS
E-selectin induc – E-selectin induction in HUVECs, primary screen, imaging, HUVEC, immunofluorescence imaging, single point; normalized: neutral wells 0, TNF-alpha wells 100; P16581; 0.37% of 260,000 active; activation, % at 7.58 µM;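 active = mean E-selectin-positive cell signal at least 10% of the positive control, reached in at least 60% of replicates, without over 20% cell loss; inconclusive = no rule given, readout overlaps actives, possibly toxicity-flagged; inactive = the rest, including those meeting only one limit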;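 note: in these data hits start at about 27%; measured in HUVEC primary endothelial cells; signal is the percent of cells scored E-selectin positive by PE staining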
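Test system: HUVEC | Signal: Immunofluorescence imaging | Read-out: Percent E-selectin-positive cells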
ERp5 inh – inhibitors of ERp5-driven insulin aggregation, primary screen, biochemical, turbidity, absorbance 650 nm, single point. 90 min. inhibition, % at 9.99 µM. 0.05% of 350,000 active. AID 651711, 2012;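 active = mean replicate inhibition above about 25%, with every replicate also reaching it, limit read from the data, passing the limit was not always enough; inconclusive = only one of those two criteria met; inactive = neither criterion met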
Target sequence (Q15084 whole entry, looked up): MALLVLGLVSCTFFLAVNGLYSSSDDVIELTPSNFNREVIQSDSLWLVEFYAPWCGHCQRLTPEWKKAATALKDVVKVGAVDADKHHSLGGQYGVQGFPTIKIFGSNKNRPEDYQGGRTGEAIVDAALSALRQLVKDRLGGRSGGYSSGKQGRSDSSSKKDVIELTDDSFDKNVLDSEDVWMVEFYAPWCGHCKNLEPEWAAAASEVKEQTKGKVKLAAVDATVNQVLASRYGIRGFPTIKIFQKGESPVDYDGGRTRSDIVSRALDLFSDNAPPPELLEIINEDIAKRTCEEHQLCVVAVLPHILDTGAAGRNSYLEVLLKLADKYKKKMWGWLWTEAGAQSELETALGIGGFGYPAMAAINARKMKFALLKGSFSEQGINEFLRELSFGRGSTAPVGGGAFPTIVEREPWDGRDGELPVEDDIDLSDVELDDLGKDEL
An asterisk follows results filed as active; ? = inconclusive; . = no result given.

no.	Molecule	esBAF inh	Xi reactivation	RAD54 inh	ERp5 inh
1	Cc1sc2ncnc(Sc3ccccc3C(=O)Nc3ccccc3Cl)c2c1C	.	0.1	.	1
2	Cc1onc(-c2c(Cl)cccc2Cl)c1C(=O)Nc1ccc(Cl)cn1	.	0.0	.	0
3	C[C@@H]1CN([C@@H](C)CO)C(=O)Cc2cc(NC(=O)C3CCCCC3)ccc2O[C@@H]1CN(C)Cc1ccc(Cl)c(Cl)c1	-5	0.0	-5	3
4	Cc1cc(C(F)(F)F)nn1CC(=O)NCc1ccco1	0	0.0	2	3
5	C[C@H]1CN([C@@H](C)CO)C(=O)c2cc(NC(=O)Nc3ccc(C(F)(F)F)cc3)ccc2O[C@@H]1CN(C)C(=O)NC1CCCCC1	3	-0.2	-4	1
6	Cn1nnnc1SC1CC(=O)N(c2ccccc2)C1=O (configuration not stated)	.	1.6	.	5
7	Cn1c2ccccc2c2nnc(SCC(=O)NCc3ccoc3)nc21	.	0.1	.	0
8	C=CCc1ccc(O)c(-c2cc(CC=C)ccc2O)c1	1	.	-1	2
9	COc1cc(CNCCc2c[nH]c3ccccc23)ccc1OCc1ccccc1F	1	.	11	8
10	COc1ccc(NC(=O)N[C@@H]2CC[C@H](CCNC(=O)Cc3ccncc3)O[C@H]2CO)cc1	0	-0.7	-2	3
11	Cc1ccc(S(=O)(=O)N2CCN(c3ccccc3)CC2)cc1C(N)=O	.	0.4	.	-10
12	C=CCn1c(SCC(=O)NC2CCCC2)nc2sc(C)cc2c1=O	3	0.1	1	0
13	CCOc1ccc(Cl)cc1/C=C1/C(=O)ON=C1C	-1	0.0	2	0
14	CNC[C@@H]1OCCCC[C@H](C)Oc2ccc(NC(=O)NC(C)C)cc2C(=O)N([C@@H](C)CO)C[C@@H]1C	.	0.0	7	1
15	CCOc1cc(CNCCSc2nnnn2C)cc(Br)c1OCc1ccc(F)cc1	.	0.0	.	0

no.	RAD52 inh	E-selectin induc	ERAP1 inh	S100A4 inh HTS
1	-23	3.3	12	2
2	-14	11	-4	2
3	-15	0.7	3	-16
4	-8	0.0	5	7
5	2	-12	1	3
6	-3	-0.4	2	-3
7	-6	-1.9	-5	1
8	1	.	26	2
9	-17	.	0	-6
10	-12	-0.4	-3	6
11	-10	.	-3	-1
12	2	.	-4	8
13	-15	0.0	1	-6
14	-54	0.1	4	-3
15	-2	.	1	-20

New compounds follow:
no.	Molecule	esBAF inh	Xi reactivation	RAD54 inh	ERp5 inh
16	O=C(NC(=O)c1cc([N+](=O)[O-])ccc1Cl)C1=C(N2CCCC2)COC1=O	-6	0.0	-3	6
17	Cn1c(=O)[nH]c(=O)c2c1nc(N/N=C/c1ccncc1)n2Cc1ccc(F)cc1	.	0.0	?	-3
18	O=C(NCc1ccc(F)cc1)C1CCN(S(=O)(=O)c2ccc(Cl)cc2)CC1	-11	-0.1	-7	-8
19	Cc1nc(Nc2ccc(Cl)c(Cl)c2)sc1C(=O)Nc1ccccc1	.	0.0	3	-7
20	COCC(=O)N1[C@H](C#N)[C@H](c2ccc(C3=CCCCC3)cc2)[C@@H]1CO	1	0.0	-12	-8
21	CCn1c(SCC(=O)NC2(C#N)CCCCC2)nc2ccccc2c1=O	.	-0.1	4	3
22	N#CC1(NC(=O)COC(=O)c2ccccc2SCC(=O)N2CCCC2)CCCCC1	-1	0.0	-1	5
23	Cc1cccc(N(Cc2ccccc2)C(=O)Cc2ccc(S(=O)(=O)N3CCOCC3)s2)c1	3	0.0	-3	-2
24	C[C@@H]1CN([C@@H](C)CO)C(=O)Cc2cc(NC(=O)Nc3ccccc3)ccc2O[C@@H]1CN(C)S(=O)(=O)c1cn(C)cn1	-2	-0.9	-4	1
25	Cc1cc2c(cc1S(=O)(=O)CCC(=O)NC1CCCCC1C)OCC(=O)N2 (configuration not stated)	3	0.0	-2	-5
26	Cc1ccccc1-c1ccccc1[C@H]1[C@@H](CO)N(C(=O)c2ccccc2)[C@H]1C#N	.	0.1	.	3
27	CCC(=O)Nc1ccc(C(=O)NNC(=O)c2cc([N+](=O)[O-])cc([N+](=O)[O-])c2)cc1	-8	0.1	-6	0
28	CC(=O)c1cccc(NC(=O)c2ccc3c(c2)CCCC3)c1	15	0.2	-3	3
29	C[C@@H]1CN([C@@H](C)CO)C(=O)c2cc(NC(=O)NC3CCCCC3)ccc2O[C@@H](C)CCCCO[C@H]1CN(C)C(=O)CCCN(C)C	1	-0.9	5	-9
30	C[C@H](CO)N1C[C@H](C)[C@H](CN(C)S(=O)(=O)c2cccs2)OCCCC[C@H](C)Oc2ccc(NC(=O)c3ccncc3)cc2C1=O	3	0.0	-8	0

no.	RAD52 inh	E-selectin induc	ERAP1 inh	S100A4 inh HTS
16	-7	-0.1	-1	-3
17	-1	2.1	2	1
18	-6	-0.3	-2	1
19	-3	.	10	-2
20	-10	-0.5	1	8
21	1	-0.1	-2	-11
22	-12	.	2	31
23	-44	.	0	-4
24	8	1.4	2	9
25	-16	.	0	-12
26	16	-0.1	-1	5
27	-10	.	-4	0
28	-1	.	0	-1
29	10	0.0	-4	-2
30	-17	.	1	-18

Ordered by the number under ERp5 inh (highest first): 4 of the compounds above.
cpd | canonical_smiles | ERp5 inh
21 | CCn1c(SCC(=O)NC2(C#N)CCCCC2)nc2ccccc2c1=O | 3
30 | C[C@H](CO)N1C[C@H](C)[C@H](CN(C)S(=O)(=O)c2cccs2)OCCCC[C@H](C)Oc2ccc(NC(=O)c3ccncc3)cc2C1=O | 0
17 | Cn1c(=O)[nH]c(=O)c2c1nc(N/N=C/c1ccncc1)n2Cc1ccc(F)cc1 | -3
20 | COCC(=O)N1[C@H](C#N)[C@H](c2ccc(C3=CCCCC3)cc2)[C@@H]1CO | -8

(next part)
no.	Molecule	esBAF inh	Xi reactivation	RAD54 inh	ERp5 inh
31	COc1cc2c(cc1NC(=O)c1cccc([N+](=O)[O-])c1C)oc1ccccc12	-4	.	1	-1
32	COc1cc(C2c3cc4c(cc3OC(N3CCCC3)C2C)OCO4)cc(OC)c1O (configuration not stated)	.	0.0	.	4
33	Cc1cccc(Nc2ncnc3nc[nH]c23)c1	32	1.1	-5	-2
34	O=c1[nH]c(CSc2nnnn2-c2ccc(Cl)cc2)nc2ccccc12	.	0.1	.	4
35	COc1ccc(-n2nnc3c(=O)n(CC(=O)N4CCCc5ccccc54)cnc32)cc1	-8	0.0	5	4
36	O=C(O)c1ccc2c(c1)S(=O)(=O)c1cc(Cl)ccc1C2=O	22	1.7	-18	9
37	COCCn1c(NCc2ccco2)nc2c1c(=O)[nH]c(=O)n2C	.	0.0	.	-4
38	CC(C)NC(=O)N(C)C[C@H]1Oc2ccc(NS(=O)(=O)c3cccs3)cc2CC(=O)N([C@H](C)CO)C[C@@H]1C	-1	-0.1	1	-6
39	CCCNC(=O)[C@H]1[C@H](CO)[C@H]2Cn3c(ccc(-c4cccnc4)c3=O)[C@H]2N1CCC	-2	0.2	-15	-3
40	COc1ccc(Cl)cc1NC(=O)C1CCN(S(C)(=O)=O)CC1	-6	0.0	12	-3
41	O=C(OCc1c(Cl)cccc1Cl)c1ccncc1	.	0.0	.	-1
42	CS(=O)(=O)Nc1ccc2c(c1)[C@@H]1C[C@@H](CC(=O)NCC3CC3)O[C@H](CO)[C@@H]1O2	-5	0.1	12	-2
43	CC(C)Oc1cccc(C(=O)Nc2nnc([C@H]3C[C@H](O)[C@@H](CO)O3)s2)c1	9	0.1	9	4
44	C[C@@H]1CN([C@H](C)CO)C(=O)c2cc(NC(=O)Cn3cnnn3)ccc2O[C@H]1CN(C)C(=O)Nc1ccc(F)cc1	2	0.0	-18	-12
45	CCOc1cc(S(=O)(=O)NCC2CCCO2)ccc1F (configuration not stated)	-2	0.8	-2	0

no.	RAD52 inh	E-selectin induc	ERAP1 inh	S100A4 inh HTS
31	-8	.	0	7
32	-8	-0.3	-2	4
33	6	0.2	2	-1
34	-69	.	-4	-3
35	-21	.	3	1
36	-19	0.4	-1	1
37	-9	-4.9	2	-6
38	-4	-4.9	3	0
39	-6	0.0	-2	-12
40	-5	.	-3	3
41	-9	.	0	-1
42	1	0.4	1	26
43	-7	0.0	3	0
44	-2	-0.1	-2	-25
45	-4	.	0	1

Next part.
no.	Molecule	esBAF inh	Xi reactivation	RAD54 inh	ERp5 inh
46	CN1C(=O)c2cc(NC(=O)Nc3ccc(Cl)cc3)ccc2OC[C@H]2O[C@H](CC(=O)NCCN3CCCCC3)CC[C@@H]21	-1	0.0	6	-4
47	O=C(O)c1ccccc1-c1ccccc1C(=O)Nc1ccc2oc(=O)c3ccccc3c2c1	-2	0.1	-6	-3
48	CN(C)CC(=O)Nc1ccc2c(c1)[C@@H]1C[C@@H](CC(=O)NCc3ccc4c(c3)OCO4)O[C@@H](CO)[C@@H]1O2	2	0.0	7	-4
49	CN(Cc1cc(Cl)cc(Cl)c1)CC(C(=O)c1ccccc1)c1ccccc1 (configuration not stated)	2	1.4	.	-2
50	COc1ccc(-c2nc(SC(CC(=O)NCCO)c3cccs3)n[nH]2)cc1 (configuration not stated)	.	-0.2	.	-3
51	CC(C)C(C(=O)NCc1ccco1)N(Cc1ccco1)C(=O)CNS(=O)(=O)c1ccc(F)cc1 (configuration not stated)	5	0.1	-10	-3
52	CCNC(=O)CCSc1nnc(-c2ccco2)o1	.	0.0	.	-3
53	O=C(C[C@H]1CC[C@@H]2NC[C@H](O)COC[C@H]2O1)NCc1ccc2c(c1)OCO2	-3	0.0	-6	-4
54	CCn1cc([N+](=O)[O-])c(C(=O)Nc2nc(-c3ccc(C)cc3)c(C)s2)n1	1	.	.	3
55	CC(C)=NNC(=O)c1c(O)c2ccccc2[nH]c1=O	11	0.1	.	1
56	O=C(C[C@@H]1CC[C@H](NC(=O)Nc2ccc3c(c2)OCO3)[C@@H](CO)O1)NCc1ccc2c(c1)OCO2	1	-0.1	-11	4
57	CN(C)CC#Cc1ccc([C@@H]2[C@H](CO)N3C(=O)CN(C(=O)Cc4cccnc4)C[C@@H]23)cc1	.	0.1	.	5

no.	RAD52 inh	E-selectin induc	ERAP1 inh	S100A4 inh HTS
46	31	-0.3	3	4
47	0	-2.5	-3	-2
48	5	-0.2	-2	-4
49	0	-0.3	-3	2
50	-15	2.8	1	6
51	-9	.	7	0
52	-16	1.5	-1	-2
53	0	0.2	-1	5
54	-14	.	1	3
55	-18	.	1	-5
56	-7	0.3	-2	0
57	5	-0.1	-3	-4
